L929 necroptosis – L929 zVAD cell death inhibition | L929 zVAD necroptosis rescue, ATP luminescence, 24 h; with zVAD 60 µM | AID 1377 | viability rescue, % at 10 µM | 220,000 compounds, 0.38% hits;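 active means activation, scaled between plate controls, above about 75%, limit read from the data; inactive means activation under that limit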;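 further: 0% = zVAD with DMSO and 100% = DMSO alone without zVAD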
Hck-Nef inh – inhibitors of human Hck kinase activated by Nef; inhibition, % at 20 µM; 220,000 compounds, 0.68% hits; AID 463187; Recombinant Hck-YEEI plus Nef, Z-Lyte FRET kinase assay; P08631;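 active means Hck-Nef kinase inhibition above about 50%, limit read from the data; inactive means inhibition below that limit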;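 further: 0% = DMSO with Hck plus Nef and 100% = Hck alone without Nef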
RBBP9 inh – human RBBP9 hydrolase inhibition. O75884. recombinant RBBP9, FP-Rh probe fluorescence polarization. inhibition, % at 7.94 µM. 220,000 compounds, 0.2% hits. AID 1515;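 active means inhibition above the campaign mean of all tested compounds plus 3 SD, cut at about 14% in these data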;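 further: plate controls were DMSO wells with RBBP9 for no effect and wells lacking RBBP9 protein for full effect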
Target sequence (O75884 whole entry, looked up): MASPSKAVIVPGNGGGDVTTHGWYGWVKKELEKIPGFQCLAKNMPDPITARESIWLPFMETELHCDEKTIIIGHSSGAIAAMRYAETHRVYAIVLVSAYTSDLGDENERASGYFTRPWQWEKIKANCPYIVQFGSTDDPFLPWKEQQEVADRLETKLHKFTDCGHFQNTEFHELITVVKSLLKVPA
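Test system – recombinant human RBBP9 · Input – RBBP9 2.5 µM in dispensing solution, pre-mixing · Medium – Tris buffer pH 8.0, NaCl, Pluronic · Schedule – preincubation 30 min plus labeling 45 min at 25 °C · Measured by – fluorescence polarization · Measure – % inhibition · Controls – DMSO and no-protein wells · Replicates – one well per compound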
EP2 modulator – modulators of human EP2 prostaglandin E2 receptor; 260,000 compounds, 0.83% hits; EP2-expressing cells, cAMP HTRF FRET, PGE2 co-stimulation; induction, % at 25 µM; AID 940; P43116;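 active means compounds whose cAMP rise, as percent of the full-agonist control response, exceeds 60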;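 further: rat C6 glioma line stably carrying human EP2 under a CMV promoter; the protocol text gives 20 µM as final concentration; 100% = response of wells given 1 µM PGE2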
Runt-CBFb FRET – Runt domain-CBFb interaction inhibition; 220,000 compounds, 0.46% hits; Cerulean-Runt/Venus-CBFb FRET ratio 530/480, 1 h; inhibition, % at 20 µM; AID 1496; Q01196+Q13951;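 active means inhibition over about 50% at 20 µM in the single-dose screen, limit read from the data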;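 further: 0% = DMSO wells and 100% = excess unlabeled CBFb competitor control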
Target sequence (Q01196 whole entry, looked up, the tested form may be a part): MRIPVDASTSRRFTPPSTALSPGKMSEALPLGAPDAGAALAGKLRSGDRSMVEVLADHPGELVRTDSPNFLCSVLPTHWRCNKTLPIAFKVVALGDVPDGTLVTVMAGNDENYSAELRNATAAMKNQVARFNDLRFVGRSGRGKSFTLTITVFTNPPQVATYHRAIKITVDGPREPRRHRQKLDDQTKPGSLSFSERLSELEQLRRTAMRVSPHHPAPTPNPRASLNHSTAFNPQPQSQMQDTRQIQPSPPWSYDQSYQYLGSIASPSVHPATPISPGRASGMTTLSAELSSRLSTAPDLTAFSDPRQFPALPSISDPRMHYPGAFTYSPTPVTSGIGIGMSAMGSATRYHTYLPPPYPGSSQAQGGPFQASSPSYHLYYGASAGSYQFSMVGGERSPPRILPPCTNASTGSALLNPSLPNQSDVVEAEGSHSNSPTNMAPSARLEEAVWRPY
Target sequence (Q13951 whole entry, looked up, the tested form may be a part): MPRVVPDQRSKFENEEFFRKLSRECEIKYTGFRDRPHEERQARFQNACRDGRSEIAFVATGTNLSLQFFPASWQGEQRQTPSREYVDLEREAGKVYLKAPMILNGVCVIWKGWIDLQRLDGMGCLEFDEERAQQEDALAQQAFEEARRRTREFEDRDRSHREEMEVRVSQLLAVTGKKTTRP
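test system = Cerulean-tagged RUNX1 Runt domain (FRET donor) fusion protein | reagent = Venus-CBFb binding partner, 100 nM | incubation = protein complex preformed 1 h, compound exposure 1 h, room temperature, dark | detection = FRET fluorescence | read-out basis = loss of energy transfer signal | controls = 5 µM unlabeled CBFb as full-inhibition high control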
Runt-SMMHC FRET – blocks binding of human RUNX1 Runt domain to CBFb-SMMHC. Q01196+Q13951. Cerulean-Runt/Venus-CBFb-SMMHC FRET ratio 530/480, 1 h. inhibition, % at 20 µM. 220,000 compounds, 0.74% hits;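 active means mean inhibition across duplicate retests at 20 µM reaching about 50%, limit read from the data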;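 further: 0% = DMSO wells and 100% = wells with excess untagged CBFb-SMMHC; inhibitors lower the FRET ratio by blocking Runt binding to CBFb-SMMHC; some results filed as inactive read as strong as hits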
EP2 antag – inhibitors of human EP2 prostaglandin E2 receptor; C6 glioma cells expressing human EP2, cAMP TR-FRET; cells stimulated with saturating PGE2; inhibition, % at 25 µM; 260,000 compounds, 0.52% hits; AID 1422;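 active means percent inhibition above 40 after rounding to a whole number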;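 further: rat C6 glioma host cells with rolipram phosphodiesterase inhibitor present; the protocol text gives 20 µM as final concentration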
PERK inhibitor – human PERK inhibition, primary cell-based screen. Q9NZJ5. inhibition, % at 5.6 µM. CHO PERK-DD fusion, SEAP luminescence translation reporter. 220,000 compounds, 0.17% hits. AID 1416;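 active means inhibition above the mean inhibition of all tested compounds plus 3 SD, set separately per screening campaign, cut at about 2.9% in these data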;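 further: PERK kinase domain activated by AP20187 dimerizer at 100 nM; 0% = DMSO with dimerizer and 100% = rapamycin at 8.4 µM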
TNF necrop inh – blocks TNF-alpha induced death of Jurkat FADD-/- cells; Jurkat FADD-/- TNF necroptosis rescue, ATP luminescence, 24 h; 0 = TNF only, 100 = no-TNF cells; 220,000 compounds, 0.068% hits; activation (protection from cell death), % at 10 µM;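 active means activation, meaning protection from cell death, of at least 50% relative to plate controls; inactive means activation below 50%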;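 further: necroptosis triggered by 40 ng/mL TNF-alpha added together with compound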
Numbers without * were called inactive; . = no result given; & = joins results of further samples. A portion of the library; rates above refer to the full screens.

no.	mol	L929 necroptosis	Hck-Nef inh	RBBP9 inh	EP2 modulator	Runt-CBFb FRET	Runt-SMMHC FRET	EP2 antag	PERK inhibitor	TNF necrop inh
1	Cc1sc2nc3ccc(N4CCCCC4)nn3c(=O)c2c1C	2.0	2.3	-10.0	-110.0	-3.6	-26.1	15.6	-1.1	8.0
2	C/C(=N\NC(=O)c1ccccc1)c1ccc(N2CCOCC2)cc1	-0.8	3.6	0.9	-2.3	1.5	1.1	6.8	0.5	0.2
3	CCOC(=O)c1c(NC(=O)Cn2nc([N+](=O)[O-])c(Br)c2C)sc2c1CCC(C)C2 (stereo not drawn)	0.1	-1.8	-4.6	13.0	.	-8.3	6.0	1.4	-1.6
4	COC(=O)C1=C(C)N(C)C(C)=C(C(=O)OC)C1c1ccsc1	-0.4	0.0	-3.0	25.2	-1.8	-0.4	8.0	-0.3	-5.7
5	COc1ccc(-c2cn3c(C)c(C(=O)Nc4ccncc4)sc3n2)cc1	1.5	5.5	-6.6	4.3	11.6	1.7	17.1	0.0	-2.5
6	CCC1=NN(C(=O)Cc2ccccc2)C(O)(c2ccncc2)C1 (stereo not drawn)	2.5	24.6	-7.5	-6.5&15.1	-16.9	8.6	7.5&5.0	0.8	0.2
7	O=C(OCC(=O)c1ccc(S(=O)(=O)N2CCCC2)cc1)C1=COCCO1	1.4	-1.8	-14.8	-2.1	-1.1	-26.7	2.7	-0.3	-0.6
8	COC(=O)CC1COc2ccccc2N1C(=O)c1cccc(Cl)c1 (stereo not drawn)	-0.4	0.4	0.5	37.8	-3.5	-7.6	6.7	0.0	-3.5
9	CCOc1ccc(NC(=O)Nc2ccc3c(c2)N(C)C(=O)CS3)cc1	71.1	-0.7	-8.9	-20.3	2.1	-4.2	34.8	-0.2	-1.9
10	CCC(=O)Nc1nc2ccccc2n1Cc1ccccc1	-2.0	-3.4	6.4	19.1	-1.5	-0.6	4.2	-1.2	-2.0
11	Cc1ccc(N(CC(=O)N/N=C/c2ccco2)S(=O)(=O)c2ccccc2)cc1	-0.1	-0.4	-13.5	27.4	-3.5	-7.4	9.0	-1.4	-2.4
12	Cn1cnc2ccc([N+](=O)[O-])cc2c1=O	1.7	12.5	-8.9	1.4	1.3	-3.7	3.3	0.7	0.2
13	O=C(Cn1cnc2ccccc2c1=O)N1CCN(Cc2ccc3c(c2)OCO3)CC1	-0.1	-15.9	-5.3	13.3	1.5	-4.7	.	-1.7	-0.7
14	COc1ccccc1OCCSc1nc(C)c(Cc2ccccc2)c(=O)[nH]1	-0.8	18.2	-2.2	11.3	1.6	4.9	5.7	1.6	1.5
15	NC(=S)Nc1cccc2[nH]ncc12	1.5	9.1	-2.3	48.4	1.3	-0.9	10.0	0.7	0.4
16	O=C(N/N=C/c1sc(N2CCOCC2)nc1-c1ccccc1)c1ccccc1Cl	1.0	-2.5	0.2	-53.5	2.8	4.3	5.5	1.4	3.6
17	COc1ccc(CCN(C)C(=O)CSc2nc3ncc(Cl)cc3[nH]2)cc1OC	8.6	-2.6	1.5	18.1	1.5	1.2	3.0	-0.3	1.7
18	COc1ccc(C(=O)c2ccc(Cl)cc2)cc1	0.0	-2.1	-4.9	-1.6	2.3	-4.2	6.6	-1.4	-0.2
19	Cc1cccc(OCC(=O)O/N=C(\N)c2ccccn2)c1	0.5	-0.9	0.9	34.6	.	-2.3	5.9	-0.2	0.2
20	CCN(CC)C(=O)c1ccc2c(=O)n(CCOC)c(=S)[nH]c2c1	0.8	3.0	-5.8	-6.5	1.8	4.4	3.5	0.2	1.5
21	O=C(Nc1cccnc1)c1cccc(S(=O)(=O)N2CCOCC2)c1	0.5	7.0	0.8	-9.2	0.2	-1.5	8.8	0.2	0.8
22	CC(C)(C)n1nnnc1C(c1cccc(C#N)c1)N1CCCCCC1 (stereo not drawn)	-0.5	-0.8	-15.8	27.4	-1.6	3.5	5.1	-0.2	-1.1
23	CN1CCN(NC(=S)NC2CCCC2)CC1	1.1	18.5	-7.5	23.8	-0.7	-0.5	9.5	0.3	0.2
24	Cc1cccc(CSc2ncnc3c2cnn3Cc2ccccc2)c1	0.1	0.2	5.6	55.6	-1.7	-0.7	2.0	0.8	-0.6
25	COc1cc(/C=C2\SC(=O)N(Cc3ccc(Cl)cc3)C2=O)cc([N+](=O)[O-])c1O	-0.2	51.0*	7.2	-11.7	-5.7	-15.1	1.1	-0.4	-6.5
26	CCc1ccc2[nH]c(=O)c(CN(CCCN3CCOCC3)C(=O)Nc3ccc(Cl)cc3)cc2c1	0.7	2.8	-3.4	0.8	-1.5	2.2	-4.1	-0.2	-7.4
27	CC(C)=CC(=O)Nc1nnc(-c2ccccc2C)s1	1.6	12.8	-11.6	-17.6	2.3	2.1	3.1	-0.6	0.4
28	O=C(NC(=S)NC(=O)c1ccccc1F)c1ccccc1F	0.3	-4.8	-2.3	1.8	38.8	13.2	8.3	0.8	1.8
29	O=C1CSC(c2cccc(Cl)c2Cl)N1c1ccccn1 (stereo not drawn)	-0.1	4.6	-0.6	40.9	-0.2	-3.0	3.0	0.3	-0.9
30	O.O.O.O=S(=O)([O-])OC[C@H]1O[C@@H](O[C@]2(COS(=O)(=O)[O-])O[C@H](OS(=O)(=O)[O-])[C@@H](OS(=O)(=O)[O-])[C@@H]2OS(=O)(=O)[O-])[C@H](OS(=O)(=O)[O-])[C@@H](OS(=O)(=O)[O-])[C@@H]1OS(=O)(=O)[O-].[Al]	1.8	0.4	-6.5	11.1	-1.1	0.1	10.4	1.5	-0.6
31	CCOC(=O)c1ccc(-c2ccc(/C=N/NC(=O)CN(c3ccccc3Br)S(C)(=O)=O)o2)cc1	2.3	0.8	-2.0	-20.4	-8.2	-4.3	10.9	-1.1	0.6
32	CC(C)(CC(=O)O)CC(=O)Nc1ccccc1Oc1ccccc1	0.4	10.9	-6.8	20.5	2.1	-1.6	8.5	0.7	0.7
33	Cc1ccc(N/N=C(\C#N)C(=N)N2CCOCC2)cc1	1.9	4.0	10.2	2.4	-2.2	-3.3	7.4	1.0	1.0
34	CCCNC(=O)c1ccc2c(=O)c(O)c(-c3ccsc3)[nH]c2c1	3.7	-30.6	.	-16.0	-227.0	-70.1	11.6	.	-17.8
35	O=S(=O)(c1ccc(Cl)cc1)N1CCN(C2CCN(Cc3ccccc3)CC2)CC1	-0.4	0.6	-2.1	13.6	1.7	-1.1	2.2	0.0	-4.8
36	C/C(=N\NC(=O)c1cccc(C)c1)c1cccc(NC(=O)c2ccco2)c1	0.5	-1.2	3.7	14.7	0.9	0.9	14.5	-0.3	-1.1
37	Cc1c(NC(=O)CN2C(=O)C(=O)N(Cc3ccccc3)C2=O)c(=O)n(-c2ccccc2)n1C	0.3	6.3	-7.0	-25.7	-2.3	-1.2	7.4	1.4	0.9
38	Cc1oc2cc(O)ccc2c(=O)c1Oc1ccccc1	1.3	5.4	-3.5	-2.1	-2.1	-3.0	12.7	1.2	-0.3
39	c1ccc(CC2CCN(c3nc4ccccc4n4cnnc34)CC2)cc1	0.0	-20.3	-0.2	30.4	-2.2	-11.7	13.8	0.2	-0.4
40	O=C1c2ccccc2C(=O)N1Cc1ccco1	0.0	7.7	0.5	5.5	2.0	4.4	6.5	0.2	-0.6
41	C=C1CCN([C@@H](C)C(=O)NCCCCCC)S(=O)(=O)c2ccccc21	0.8	22.9	.	8.9	0.6	2.2	7.8	.	2.2
42	CCn1c([N+](=O)[O-])nc2c1c(=O)[nH]c(=O)n2C	-1.9	-14.8	-4.0	10.3	2.9	2.2	2.4	0.7	50.7*
43	COC(=O)[C@@H](NC(=O)NCc1ccc(F)cc1)C(C)C	0.0	-19.7	-7.5	16.8	1.9	3.5	7.2	0.5	4.0
44	C#CCOCCOCCOCCNc1nc(N2CCN(C(=O)[C@H](Cc3ccc(O)cc3)n3cc([C@@H](N)C(C)CC)nn3)CC2)nc(N2CCN(C(=O)[C@H](CCCCN)n3cc([C@@H](N)CO)nn3)CC2)n1 (stereo partly drawn)	0.4	-0.5	-3.5	37.8	3.2	3.2	-1.5	1.3	1.0
45	Cc1cccc(N=C2NC(=O)/C(=C/c3cccn3C)S2)c1	3.7	12.6	0.2	-8.5	-6.3	-2.7	8.2	1.1	-2.9
46	CN1CCN(S(=O)(=O)c2cccc(S(=O)(=O)c3ccc(Cl)cc3)c2)CC1	-0.4	7.0	-1.2	-21.2	0.1	-2.3	5.1	0.0	-1.0
47	COc1ccc(CCn2cnc(=O)c(C#N)c2C)cc1OC	-0.2	15.6	-7.8	27.9	0.8	0.6	9.9	0.6	0.4
48	COc1ccc(CCNC(=O)COc2ccc(N(C)S(=O)(=O)c3ccc(C)cc3)cc2)cc1OC	-0.5	-8.2	-0.3	-13.0	-4.6	-5.5	9.9	-0.5	-0.4
49	CC(=O)c1c(C(C)=O)c(C)n(Cc2ccc(Cl)cc2)c1C	0.2	3.3	-3.9	-10.5	-0.1	-0.5	11.7	0.0	-3.6
50	CCCn1nnnc1-c1cccc(Cl)c1	0.3	-0.3	-5.9	-3.9	-1.8	0.6	7.4	0.4	-3.0
51	CC(C)c1ccc(/C=C/C(=O)NNC(=O)c2cccnc2)cc1	-0.1	0.3	1.4	6.5	-2.6	1.3	10.1	1.1	-6.6
52	O=C(N/N=C/c1cccn1-c1ccc([N+](=O)[O-])cc1)C(O)c1ccccc1 (stereo not drawn)	-0.2	2.1	-5.0	10.3	6.5	-119.5	8.2	0.4	-2.8
53	COC(=O)c1ccc(CNC(=O)CN(CCC(C)C)S(=O)(=O)c2ccc3c(c2)OCCO3)cc1	1.1	2.0	-5.6	26.2	-5.5	4.6	4.7	-0.3	1.1
54	Cc1c(C(=O)Oc2ccc(Cl)cc2)n(C)oc1=O	-1.2	5.9	-1.5	11.3	2.6	2.6	4.8	1.0	-1.8
55	O=C(Cn1cncn1)N1CCN(c2ccc(F)cc2)CC1	0.5	2.8	-6.8	9.2	0.8	-0.5	2.0	2.8	0.0
56	Cc1ccc[n+](/C(=C\C(=C=[N-])C#N)C(=O)c2ccc(Cl)cc2)c1	2.4	21.7	-1.8	5.5	.	.	7.9	0.0	0.1
57	O=C(CN1CCCCCC1)Nc1ccc(Br)cc1	0.8	-1.7	2.5	-5.3	0.3	-0.4	10.1	-1.4	3.0
58	CC(C)CC(=O)c1c[nH]c(C(=O)NCC2CCCO2)c1 (stereo not drawn)	-0.1	0.1	1.4	-3.4	-1.6	-10.6	14.9	1.4	-2.6
59	Cc1occc1-c1nnc(SCC(=O)N(C)CCC#N)n1N	0.0	1.6	5.0	-1.6	2.2	-0.5	9.4	0.2	0.2

Screening data deposited in PubChem by several laboratories.
